# Screening results from PubChem BioAssay.
# TrxR1 inh: inhibitors of rat thioredoxin reductase 1 | O89049 | recombinant rTrxR1, NADPH fluorescence consumption, selenite substrate | Potency, µM (doses to about 114 µM), for the others: at the highest dose activity change, negative = inhibition, actives largely listed as inhibitors | hit rate 1% among 390,000; further: potency means the concentration at half of the fitted maximal effect; on the % scale 0 is the no-effect control and ±100 the full control effect; nearly all actives have a fitted effect of over 65% in size
# Target sequence (O89049 whole entry, looked up): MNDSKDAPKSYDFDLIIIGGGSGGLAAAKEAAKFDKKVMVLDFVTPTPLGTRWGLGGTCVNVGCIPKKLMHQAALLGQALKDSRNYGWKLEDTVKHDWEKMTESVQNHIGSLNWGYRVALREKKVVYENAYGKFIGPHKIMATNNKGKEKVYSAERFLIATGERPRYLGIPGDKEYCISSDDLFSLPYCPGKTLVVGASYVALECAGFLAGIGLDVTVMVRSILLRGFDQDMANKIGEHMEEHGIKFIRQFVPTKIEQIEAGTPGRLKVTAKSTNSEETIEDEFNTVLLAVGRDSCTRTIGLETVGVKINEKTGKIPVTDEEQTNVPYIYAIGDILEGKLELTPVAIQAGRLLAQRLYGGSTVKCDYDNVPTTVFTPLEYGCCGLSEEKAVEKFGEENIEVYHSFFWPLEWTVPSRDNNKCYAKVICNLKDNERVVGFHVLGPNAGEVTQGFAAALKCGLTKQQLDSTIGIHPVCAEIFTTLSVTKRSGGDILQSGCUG
#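 Rat TrxR1 (90 nM in the dispensed reagent) was pre-reduced with 400 uM NADPH for 5 min at room temperature, then incubated with compound for 15 min. After 400 uM selenite was added, NADPH fluorescence (Ex 340/Em 450 nm) was followed for 8 min.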
# TrxR1 substrate: substrates of rat thioredoxin reductase 1 | O89049 | Potency, µM (top dose mostly 114 µM), inactives show at the top dose activity change, negative = substrate turnover | purified TrxR1 substrate turnover, NADPH consumption readout | hit rate 0.01% among 390,000; further: potency means the concentration at half of the fitted maximal effect; on the % scale 0 is the no-effect control and ±100 the full control effect; nearly all actives have a fitted effect of over 50% in size
#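 Rat TrxR1, dispensed at 90 nM, was prereduced with 400 uM NADPH (final) for 5 min at ~22 deg C, then incubated with compound 15 min before 400 uM selenite. A first-read NADPH fluorescence drop versus no-compound background flagged substrates.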
# Glioma ERSR ind: inducers of ER stress response in human glioma cells | hit rate 0.02% among 420,000 | U87-MG GRP78 promoter luciferase reporter, 16 h | Potency, µM, inactives show at the top dose activation, most hits filed as activators; further: potency means the concentration at half of the fitted maximal effect; series mostly up to about 76 µM; % of control where 0% means no effect; nearly all actives have a fitted effect of over 35% in size
#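 ERSR induction read as luciferase luminescence (Bright-Glo, 10 min at room temperature) in stably transfected human U87-MG glioma cells exposed to compounds for 16 h, using GRP78 as sensor.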
# RGS4 inhibitor: blocks human RGS4-accelerated GTP hydrolysis; P49798; Transcreener GDP fluorescence polarization, RGS4-accelerated GTP hydrolysis; Potency, µM (highest dose often 114 µM), for inactives: at the top dose activity change, negative = inhibition, usual class: inhibitors; hit rate 0.039% among 390,000; further: potency means the concentration at half of the fitted maximal effect; on the % scale 0 is the no-effect control and ±100 the full control effect; nearly all actives have a fitted effect of over 75% in size; some results filed as inactive show a strong effect at the top dose
#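 MLSMR compounds (23 nl, pin-transferred) preincubated 10 min at room temperature with a 500nM (2x) first reagent, then RGS4 at 900nM (2x) plus Transcreener GDP mix added; fluorescence polarization (620/688 nm) read before and after 90 min at 30 °C.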
# Vif-A3G inh: Vif-A3G binding inhibition; hit rate 0.076% among 410,000; AID 602310; Potency, µM (series often up to 46.1 µM), for inactives: at the top dose activity, negative = active, hits mostly inhibitors; HeLa A3G-eYFP + Vif (tagged APOBEC3G with the HIV-1 protein that degrades it), YFP fluorescence, overnight;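 further: potency means the concentration at half of the fitted maximal effect; on the % scale 0 is the no-effect control and ±100 the full control effect; nearly all actives have a fitted effect of over 60% in size; hits raise eYFP signal because A3G escapes Vif-driven loss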
#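 HeLa cells stably expressing Vif and C-terminally eYFP-tagged A3G, seeded overnight at 37 deg C, then exposed to compound by pintool overnight at 37 deg C. Rise in yellow fluorescence (Ex 488/Em 500-530, Acumen) marks blocked Vif-driven A3G degradation.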
# mIDH1 inhibitor: human IDH1 R132H inhibition; O75874; IDH1-R132H enzyme, NADPH consumption, diaphorase/resazurin fluorescence; Potency, µM (titrated, usually from 76.6 µM), without a hit: at the highest dose activity change, negative = inhibition, usual class: inhibitors; hit rate 0.093% among 390,000; further: potency means the concentration at half of the fitted maximal effect; on the % scale 0 is the no-effect control and ±100 the full control effect; nearly all actives have a fitted effect of over 65% in size
# Target sequence (O75874 whole entry R132H, stated change not applied): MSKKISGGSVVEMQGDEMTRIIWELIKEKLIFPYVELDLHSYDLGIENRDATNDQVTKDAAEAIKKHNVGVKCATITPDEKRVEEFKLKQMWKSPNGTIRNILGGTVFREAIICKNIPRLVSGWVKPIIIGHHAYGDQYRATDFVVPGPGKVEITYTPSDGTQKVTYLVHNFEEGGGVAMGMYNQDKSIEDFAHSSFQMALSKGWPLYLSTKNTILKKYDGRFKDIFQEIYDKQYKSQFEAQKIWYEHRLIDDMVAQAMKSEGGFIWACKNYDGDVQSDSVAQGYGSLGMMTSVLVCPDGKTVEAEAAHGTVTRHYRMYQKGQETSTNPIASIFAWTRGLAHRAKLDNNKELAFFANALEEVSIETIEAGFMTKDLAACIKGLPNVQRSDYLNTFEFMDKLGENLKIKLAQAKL
#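 IDH1-R132H (0.5 ug/mL dispensed) in pH 7.5 Tris buffer was preincubated 30 min with compound, then given a substrate mix of 0.016 mM NADPH and 2 mM alpha-KG for 80 min at room temperature; remaining NADPH was read by diaphorase/resazurin fluorescence.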
# Vif-APOBEC3F blk: inhibitors of Vif-A3F interaction | HeLa A3F-eYFP + Vif (tagged APOBEC3F with the HIV-1 protein that degrades it), YFP fluorescence increase | Potency, µM (titrated, usually from 46.1 µM), for the others: top-dose activity, negative = active | hit rate 0.2% among 390,000; further: potency means the concentration at half of the fitted maximal effect; % of control where 0% means no effect; nearly all actives have a fitted effect of over 65% in size
#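 HeLa cells stably expressing Vif plus C-terminally eYFP-tagged A3F were seeded, incubated overnight at 37 deg C, dosed with compound, incubated overnight again at 37 deg C. Yellow fluorescence (Ex 488/Em 500-530) reported blocked Vif-mediated A3F-eYFP degradation.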
# LDHA block: blocks human lactate dehydrogenase A | P00338 | purified LDHA, NADH/diaphorase-resazurin fluorescence; stronger effect = lower value | activity change, % (values are at about 110 or 230 µM) | hit rate 0.15% among 480,000; in the data active means activity change below about -30%; inconclusive means mostly about -25% to -30%;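 further: plate controls were DMSO wells for no effect and wells without enzyme for full effect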
#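 Human LDH5 (2 nM) was incubated with 0.06 mM NADH and 0.2 mM pyruvate for 5 min at room temperature in Tris pH 7.4. Remaining NADH was coupled through diaphorase/resazurin, and resorufin fluorescence was read at 0 and 20 min.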
# USP1-UAF1 inh: blocks the human USP1/UAF1 deubiquitinase complex; O94782; recombinant USP1/UAF1, Ub-Rhodamine cleavage fluorescence; Potency, µM (highest dose often 57.1 µM), without a hit: at the top dose activity change, negative = inhibition, actives largely listed as inhibitors; hit rate 0.23% among 390,000; AID 743255; further: potency means the concentration at half of the fitted maximal effect; on the % scale 0 is the no-effect control and ±100 the full control effect; nearly all actives have a fitted effect of over 60% in size; inactives centre near -12
#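 High-throughput fluorogenic screen: 1nM USP1/UAF1 complex, Ub-Rho substrate 150nM final, 50mM HEPES pH 7.8 with 0.5mM EDTA, 0.1 mg/ml BSA, 1mM TCEP and 0.01% Tween-20.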
# Starred values were filed as active, the others as inactive; u = inconclusive; x = not tested or not shown; & = joins results of further samples; [ ] = remark or other dose. Unless noted, the call rests on the fitted dose curve; in most records, active means well fitted curve in the direction sought with a large enough effect; inconclusive means small, poorly fitted or top-dose-only effect, or another doubt; inactive means no such curve, though single readings can be large; an effect the other way counts as inactive or inconclusive.
compound	TrxR1 inh	TrxR1 substrate	Glioma ERSR ind	RGS4 inhibitor	Vif-A3G inh	mIDH1 inhibitor	Vif-APOBEC3F blk	LDHA block	USP1-UAF1 inh
O=C(COC(=O)/C=C/c1cccs1)Nc1cccc(S(=O)(=O)N2CCOCC2)c1	11%[57.1 µM]	2%[57.1 µM]	-2%	19%	0%	-10%	-4%	-6	0%
COc1cc(OC)cc(-c2c(-c3cccs3)c3cc(-c4ccc(OC)cc4F)ccc3n2C)c1	8%	28%	-3%	-17%	-2%	-9%	-6%	-7	-15%
COc1cccc(CNC(=O)CCNS(=O)(=O)c2cccc3nonc23)c1	-9%	2%	-4%	4%	2%	2%	0%	-1	-6%
COc1ccc(-c2nnn(CC(=O)N(CCCO)C(C(=O)NC3CCCC3)c3ccc(F)cc3)n2)cc1 (stereo not given)	28%[57.1 µM]	2%	4%	-19%	0%	-1%	13%	0	-14%
Cc1cccc(C)c1OCc1cc(C(=O)N2CCC(c3ccncc3)CC2)no1	3%	-4%	3%	-22%	0%	-5%	-2%	-1	-28%
NS(=O)(=O)c1ccc(N/N=C/c2ccccn2)c([N+](=O)[O-])c1	2%	-2%	-2%	10%[56.9 µM]	-5%	0%	6%	1	-1%
COc1cccc2c1OC1(C)CC2N(C(=O)c2ccco2)C(=S)N1c1ccc(F)cc1 (stereo not given)	35%[57.1 µM]	18%[57.1 µM]	-3%	14%	0%	2%	3%	-6	-25%
COc1cccc(C2NC(=S)NC3=C2CCc2ccccc23)c1 (stereo not given)	0%	-2%	-5%	-33%	-1%	u	-25%	37&22	-1%
Cc1ccc(Sc2ncnc3onc(C)c23)cc1	-13%[57.1 µM]	6%[57.1 µM]	-15%	1%[11.4 µM]	-22%	1%	-5%	-2	-4%
COc1ccc(-n2nc(N)c3c(=O)oc(N(C)C)nc32)cc1	-8%	-11%	-4%	16%	0%	0%	4%	-14	4%
CN(C(=O)COC(=O)CSc1ccc(C(N)=O)cc1[N+](=O)[O-])C1CCCCC1	2%	-4%	-4%	22%	0%	2%	7%	-1	-6%
COC(C(=O)Nc1ccc(F)cc1F)c1ccccc1 (stereo not given)	-8%	-2%	-4%	20%	0%	-1%	2%	2	1%
CCC(NC(=O)CCc1nnc(-c2cc(C)on2)o1)C12CC3CC(CC(C3)C1)C2 (stereo not given)	3%	-2%	4%	-35%	0%	7%	4%	-2	-18%
CCOc1ccccc1CNC(=O)C1CCN(S(=O)(=O)c2ccc3c(ccn3C)c2)CC1	23%[57.1 µM]	2%[57.1 µM]	-2%	3%	-4%	-10%	5%	-6	u
COCCCn1c(=N)c(C(=O)NCC2CCCO2)cc2c(=O)n3cccc(C)c3nc21 (stereo not given)	u	x	-5%	-1%	2%	7%	-28%	1	-7%
CCCCC(CC(O)COCC(C)C)C(=O)NN (stereo not given)	9%[57.1 µM]	8%[57.1 µM]	-4%	-16%	0%	5%	-11%	-3	-14%
COc1ccccc1NC(=O)Cn1cc(C(=O)C(=O)N2CCOCC2)c2ccccc21	-14%	-4%	-6%	-8%	0%	9%	0%	1	-6%
CCc1nnc(NC(=O)c2cc(-c3ccco3)nc3ccccc23)s1	21%[57.1 µM]	7%[57.1 µM]	-1%	u	-1%	5%	-1%	6&3	-23%
CC1CCN(C(=O)CCNS(=O)(=O)c2ccc3c(c2)c(=O)n(C)c(=O)n3C)CC1	14%	5%	-1%	16%	2%	-6%	-4%	-4	-27%
O=C(COC(=O)c1ccc(Cl)c(S(=O)(=O)N2CCCC2)c1)NC1CCCCC1	6%[57.1 µM]	4%[57.1 µM]	-5%	u	-2%	-4%	5%	-8	8%
O=c1c2ccccc2ncn1Cc1ccco1	-6%	1%	-2%	7%	0%	6%	-17%	-5	-8%
CCCCOc1ccc(C2C(=O)N(C3CCCCC3)CC(=O)N2CC2CCCO2)cc1 (stereo not given)	0%	1%	-3%	-7%	1%	6%	-3%	0	-7%
CC1CCN(S(=O)(=O)c2ccc(NC(=S)NC(=O)c3ccc(Cl)cc3)cc2)CC1	7%[57.1 µM]	9%	-6%	-22%[11.4 µM]	0%	-1%	-4%	0	-18%
C=CCc1c(C)nc2cc(-c3ccccc3)[nH]n2c1=O	36%[activator]	37%[activator]	-7%	24%	0%	-1%	0%	-3	-9%
CC(=O)Nc1ccc(NC(=O)CSc2nnc(N)n2-c2ccccc2)cc1	u	-18%	0%	1%[56.9 µM]	-2%	0%	-2%	-5	-9%
O=C(O)c1ccc(-c2noc(-c3cccc(C(F)(F)F)c3)n2)cc1	9%	-3%	-1%	9%	0%	x	3%	-1	x
CC(OC(=O)CCCSc1nc2ccccc2s1)C(=O)NC(N)=O (stereo not given)	18%[57.1 µM]	1%[57.1 µM]	-13%	-10%	0%	4%	1%	-1	-1%
CCC(C)(C)C1CCC2(CC1)NC(=O)N(CC(=O)NCCc1ccc(OC)c(OC)c1)C2=O (stereo not given)	-10%	-12%	-2%	28%	-1%	-1%	5%	-1	-7%
O=C(NCC(=O)N1CCN(Cc2c(F)cccc2Cl)CC1)c1cccc(Cl)c1	23%	6%	-4%	9%	-6%	1%	-21%	-3	-5%
O=C(C[C@H]1C[C@H](C(=O)N2CCOCC2)[C@@]2(CCC3CCCC3)c3[nH]c4ccc(Cl)cc4c3CCN2C1=O)NCc1ccco1	21%	-8%	-2%	-10%	2%	-16%	-6%	-4	-12%
COCCNC(=O)CN1C(=O)NC2(CCOc3ccccc32)C1=O (stereo not given)	36%	13%	-5%	12%	0%	2%	-16%	1	-11%
Cc1ccc(C)c(C(=O)CCC(=O)O)c1	30%	5%	-3%	-5%	-6%	11%	1%	-6	-18%
O=C(COC(=O)c1ccccc1N1C(=O)C2C3CCC(C3)C2C1=O)c1ccccc1 (stereo not given)	14%	0%	-6%	28%	2%	0%	2%	-14	-15%
S=C(Nc1ccc(Oc2ccc(NC(=S)NC3CCCCC3)cc2)cc1)NC1CCCCC1	13%[57.1 µM]	10%[57.1 µM]	-3%	-24%	2%	4%	u	-6	-19%
CC(C)(C)NC(=O)NCc1cccnc1	-18%	-10%	-2%	14%	2%	-6%	-8%	-9	-3%
Cn1c(=N)n(CC(=O)O)c2ccccc21	16%	-6%[57.1 µM]	-1%	-18%	-4%	12%	0%	-2	-11%
O=C(NCCOc1ccccc1)C(c1ccccc1)c1ccccc1	4%[57.1 µM]	-7%	1%	-7%	0%	-4%	0%	-7	-7%
C/C(=N\NS(=O)(=O)c1ccccc1)c1cccc(NC(=O)c2cccc(Cl)c2)c1	-7%	-9%	1%	-18%	0%	1%	-17%	-7	-24%
O=C(CCN1CCOCC1)NCC1COc2ccccc2O1 (stereo not given)	16%[57.1 µM]	8%[57.1 µM]	0%	4%[11.4 µM]	3%	-1%	7%	-2	-17%
CCOc1ccc(C(=O)CSc2nnc3cc(C)c4ccccc4n23)cc1	11%	0%	-3%	-22%	3%	15%	10%	2	-25%
Cc1cccc(N2CC(C(=O)Nc3ccc(N4CCOCC4)cc3)CC2=O)c1C (stereo not given)	4%	-1%	-1%	-28%	0%	7%	3%	-4	-21%
CC1(C)Oc2ccc3ccc(=O)oc3c2C[C@H]1O[C@@H]1O[C@H](CO)[C@@H](O)[C@H](O)[C@H]1O	-18%	125%[activator]	-1%	6%	1%	-7%	-1%	4	-15%
NS(=O)(=O)c1ccc(CCNC(=O)CSCC(=O)Nc2ccc(Cl)cc2)cc1	20%	0%	-1%	0%	-2%	-2%	0%	-8	-16%
O=C(NN=C1CCCC1)c1[nH]c2ccc(Br)cc2c1-c1ccccc1	-11%	-9%	-5%	-54%	u	1%	u	-2	-24%
COc1ccc(-n2nc([N+](=O)[O-])c(=NCCC3=CCCCC3)n2O)cc1	12%[57.1 µM]	-10%	11%	4%	-5%	1%	-10%	-4	-29%
O=S(c1ccc2ccccc2c1)c1cnns1 (stereo not given)	u	3%	-17%	-34%	-24%	8%	-15%	4	-14%
CCc1ccc(NC2=CC(=O)CC(c3ccco3)C2)cc1 (stereo not given)	-14%	-13%	5%	-16%	-11%	-4%	1%	-10	-17%
COc1ccc(CNc2oc(COc3ccccc3)nc2C#N)cc1	12%[57.1 µM]	-6%[57.1 µM]	3%	-27%[11.4 µM]	-9%	3%	-13%	1	-16%
Cc1ccccc1NC(=O)c1ccc2c(c1)N(C)CCS2	15%[57.1 µM]	7%[57.1 µM]	2%	-12%	1%	1%	-10%	0	-24%
CCc1ccc(S(=O)(=O)NCCc2cn3ccsc3n2)cc1	20%[57.1 µM]	4%[57.1 µM]	-2%	21%	2%	-7%	1%	-3	2%

# Part of the list above with just TrxR1 inh.
smiles	TrxR1 inh
O=S(c1ccc2ccccc2c1)c1cnns1 (stereo not given)	u
CCc1ccc(NC2=CC(=O)CC(c3ccco3)C2)cc1 (stereo not given)	-14%

# These rows are one share of the data. The share of hits here may be higher or lower than overall.
